Source: PubChem
AmpC inh no detg: blocks E. coli AmpC beta-lactamase in detergent-free assay; P00811; AmpC nitrocefin hydrolysis, absorbance 480 nm, 0.0001% Triton; Potency, µM (titrated, usually from 57.1 µM), inactives show at the highest dose activity change, negative = inhibition, hits mostly inhibitors; 330,000 compounds, 0.52% hits; AID 485341;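 further: potency means the concentration at half of the fitted maximal effect; plate controls were no compound for no effect and no enzyme for full effect; nearly all actives have a fitted effect of over 20% in size; some results filed as inactive show a strong effect at the top dose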
Target sequence (P00811 whole entry, looked up): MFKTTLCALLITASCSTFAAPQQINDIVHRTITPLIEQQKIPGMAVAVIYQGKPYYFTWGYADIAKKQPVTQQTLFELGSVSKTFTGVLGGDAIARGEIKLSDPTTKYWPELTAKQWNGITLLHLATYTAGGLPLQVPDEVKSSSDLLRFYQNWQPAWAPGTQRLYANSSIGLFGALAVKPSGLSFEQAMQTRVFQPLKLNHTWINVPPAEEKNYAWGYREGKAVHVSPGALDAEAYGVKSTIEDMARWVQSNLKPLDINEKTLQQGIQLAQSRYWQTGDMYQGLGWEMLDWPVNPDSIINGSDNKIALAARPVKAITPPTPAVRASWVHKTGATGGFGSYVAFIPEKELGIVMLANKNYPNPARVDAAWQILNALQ
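AmpC (5.3 nM in the dispensed reagent) in 20 mM phosphate pH 7.0 with 0.01% (detergent screen) or 0.0001% Triton X-100 was preincubated with compounds for 15 min at room temperature. Nitrocefin was then added from an 800 uM solution, and hydrolysis was followed at 480 nm.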
Shiga toxin inh: inhibitors of Shiga toxin in Vero cells; inhibition, % at 38.7 µM; 290,000 compounds, 9.2% hits; Vero cells, Shiga toxin protein synthesis inhibition reporter; AID 2315; in the data active means inhibition mostly above about 28%, no sharp cut-off; inactive means mostly below about 43%; further: 0% is about no effect
Pf growth 96h: P. falciparum growth inhibition at 96 hours. P. falciparum luciferase reporter growth, 96 h. Potency, µM (highest dose often 28.7 µM), for the others: at the highest dose activity change, negative = inhibition, usual class: inhibitors. 320,000 compounds, 6.9% hits. AID 504834; further: potency means the concentration at half of the fitted maximal effect; on the % scale 0 is the no-effect control and ±100 the full control effect
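Luminescence readout: decreased luciferase signal marks inhibited growth of reporter-expressing P. falciparum in infected red cells (2% hematocrit, 0.05% parasitemia final), exposed to compound two generations (96 h, 37 C, 5% CO2).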
LmPK inh: blocks Leishmania mexicana pyruvate kinase activity; Potency, µM (doses to about 57.5 µM), for inactives: at the top dose activity change, negative = inhibition, actives largely listed as inhibitors; Q27686; 290,000 compounds, 0.37% hits; AID 1721; purified LmPK, Kinase-Glo ATP luminescence, 1 h; further: potency means the concentration at half of the fitted maximal effect; on the % scale 0 is the no-effect control and ±100 the full control effect
Target sequence (Q27686 whole entry, looked up): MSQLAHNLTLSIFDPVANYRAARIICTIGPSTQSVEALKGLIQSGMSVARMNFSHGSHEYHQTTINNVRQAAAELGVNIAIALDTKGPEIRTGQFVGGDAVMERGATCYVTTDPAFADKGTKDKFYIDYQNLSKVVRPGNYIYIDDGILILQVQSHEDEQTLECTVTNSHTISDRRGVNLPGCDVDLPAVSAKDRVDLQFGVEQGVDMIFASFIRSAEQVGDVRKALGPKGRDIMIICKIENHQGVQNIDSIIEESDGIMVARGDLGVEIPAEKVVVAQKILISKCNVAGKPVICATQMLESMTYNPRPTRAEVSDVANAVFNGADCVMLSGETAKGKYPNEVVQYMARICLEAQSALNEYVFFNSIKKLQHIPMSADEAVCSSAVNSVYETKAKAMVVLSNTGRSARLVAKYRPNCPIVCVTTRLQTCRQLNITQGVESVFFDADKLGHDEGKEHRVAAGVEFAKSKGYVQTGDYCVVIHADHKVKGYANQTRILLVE
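0.1 nM LmPK, 0.5 mM PEP, 0.1 mM ADP; 50 mM imidazole pH 7.2, 7 mM MgCl2, 50 mM KCl; 1 h RT. Kinase-Glo luminescence readout, normalized to no-enzyme (full inhibition) and uninhibited wells.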
Pf growth 48h: inhibits P. falciparum growth in the first generation, 48 h | P. falciparum luciferase growth in erythrocytes, 48 h | 310,000 compounds, 5.9% hits | Potency, µM (series often up to 28.7 µM), for the others: at the top dose activity change, negative = inhibition, usual class: inhibitors; further: potency means the concentration at half of the fitted maximal effect; on the % scale 0 is the no-effect control and ±100 the full control effect
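Cell-based growth assay: transgenic P. falciparum expressing firefly luciferase, cultured in red cells within RPMI 1640 containing 0.5% w/v Albumax, 24 mM bicarbonate and gentamycin. A drop in luciferase activity indicates inhibition.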
Cycloheximide cs: counter-screen hit for Shiga toxin inhibitors, cycloheximide. cell reporter, cycloheximide protein synthesis inhibition counterscreen. max response, %. 300,000 compounds, 12% hits; in the data active means max response mostly above about 13%, no sharp cut-off; inactive means mostly below about 14%; further: read at 38.3 µM for the half of the compounds with a filed dose; 0% is about no effect
Tb PYK inh: inhibitors of Trypanosoma brucei pyruvate kinase; Q57TT1; TbPYK enzyme, Kinase-Glo Plus ATP luminescence, 45 min; Potency, µM (series often up to 76.8 µM), without a hit: at the highest dose activity, negative = inhibition, usual class: inhibitors; 410,000 compounds, 0.12% hits; AID 624173; further: potency means the concentration at half of the fitted maximal effect; on the % scale 0 is the no-effect control and ±100 the full control effect; nearly all actives have a fitted effect of over 50% in size
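Assay buffer: 50 mM TEA pH 7.2, 100 mM KCl, 10 mM MgCl2, 0.05% BSA, 0.01% Tween-20. Pyruvate kinase from T. brucei plus substrate met compound, then ADP (130 uM final). Luminescence was read post 45 min RT.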
The depositor's hits bear a star; i = inactive; ? = inconclusive; · = not tested or not shown; & = joins results of further samples; [ ] = remark or other dose. Unless noted, the call rests on the fitted dose curve; in most records, active means well fitted curve in the direction sought with a large enough effect; inconclusive means small, poorly fitted or top-dose-only effect, or another doubt; inactive means no such curve, though single readings can be large; an effect the other way counts as inactive or inconclusive. Compounds as they come; overall some 22% were active at least once.

Screens in order: AmpC inh no detg, Shiga toxin inh, Pf growth 96h, LmPK inh, Pf growth 48h, Cycloheximide cs, Tb PYK inh
1) O=C(O)c1ccc(S(=O)(=O)N[C@H](Cc2c[nH]c3ccccc23)C(=O)O)cc1
→ -4%, -7, 8%, ·, 13%, -2, ·
2) Cc1ccc(-n2nnnc2SCc2ccccn2)cc1C
→ -7%, 48, ·, 6%, 21%, 12, 5%
3) COc1ccc(S(=O)(=O)N2CCC(C(N)=O)CC2)c2ccccc12
→ -15%, -4, -11%, 2%, 3%, -1, -2%
4) O=C(NCCN1CCCCC1)c1c(O)c2ccccc2[nH]c1=O
→ -26%, 9, ?, -3%, -18%, 13, -8%
5) CCOCCCn1c(SCC(=O)Nc2ccc(C(N)=O)cc2)nc2ccccc2c1=O
→ -3%, -9, -33%, 3%, -15%, -3, -7%
6) CCCOc1ccc(C(=O)N(CC(C)C)c2c(N)n(Cc3ccccc3)c(=O)[nH]c2=O)cc1
→ -3%, ·, ?, ·, ?, ·, 2%
7) COc1ccc(CNS(=O)(=O)NCc2ccccc2)cc1
→ -6%, 8, 1%, -4%, 31%[activator], 12, 6%
8) COc1c(Cl)cc(Cl)cc1CNCCNCC(C)O (centres undefined)
→ 5%, -22, -5%, -1%, ?, -3, 10%
9) CCN(CC)c1ccc(C2C(C(=O)OCCOC)=C(C)NC3=C2C(=O)CCC3)cc1 (centres undefined)
→ ?, -3, -16%, 0%, ?, -2, ?
10) O=C(NCc1csc(-c2cccs2)n1)C1CCC1
→ -10%, 48*, 160%[activator], 3%, 99%[activator], 38*, 1%
11) CC1CCCN(C(=O)c2cc(-c3ccco3)nc3ccccc23)C1 (centres undefined)
→ -18%, ·, ?, ·, ?, ·, ?
12) CC1COc2ccccc2N1C(=O)c1ccc(Cl)cc1 (centres undefined)
→ -11%, 9, 32%[activator], 0%, 8%, -4, -2%
13) CC(=O)c1cnc2cc(C)nn2c1C
→ -15%, -4, ?, -4%, 47%[activator], -2, -8%
14) CCc1ccc(C(=O)N2CCN(c3ccc(F)cc3)CC2)s1
→ -3%, -5, ?, 1%, ?, -2, 2%
15) Oc1ccccc1-c1n[nH]c(=S)n1Cc1ccccc1
→ -24%, -8, 17%, ?, -7%, -2, ?
16) CC(C)CC(c1nnnn1CCc1ccccc1)N1CCC(C(N)=O)CC1 (centres undefined)
→ 23%, 3, 9.3µM*, -1%, 19%, -1, -5%
17) O=C(c1ccccc1)C1CCN(C(=O)c2ccc(Cl)cc2)CC1
→ 37%, -12, ?, 5%, -6%, 4, 2%
18) COc1ccc(C(CNC(=O)CCNC(=O)c2ccccc2Cl)N2CCCC2)cc1 (centres undefined)
→ -6%, ·, ?, ·, -4%, ·, -3%
19) CCCOc1ccc(C(=O)Nc2ccc(S(=O)(=O)Nc3cc(C)nc(C)n3)cc2)cc1
→ 1%, 1, ?, 2%, 6%, -2, 3%
20) O=S(=O)(Nc1ccc2c(c1)OCCO2)c1ccc2oc3ccccc3c2c1
→ -46%, -10, ·, 5%, -1%, -3, -7%
21) O=S(=O)(c1ccc(NC(=S)N/N=C/c2ccc(O)c(O)c2)cc1)N1CCOCC1
→ 16µM*, 8, 13µM*, -11%, 15µM*, 1, -5%
22) O=C1/C(=C\c2cccc([N+](=O)[O-])c2O)SC(=S)N1Cc1ccccc1
→ -42%, -13, 29%, 2%, ?, 7, 2%
23) CCCC[C@]12Cc3ccccc3C(O1)c1c(c3ccccc3oc1=O)O2
→ -21%[11.4 µM], i, ?, -10%[11.5 µM], -2%[5.75 µM], -1, ·
24) CCN(CC)C(=O)c1sc2c(c1C)c(=O)n(-c1ccc(C)c(C)c1)c(=O)n2CC(=O)NCC1CCCO1 (centres undefined)
→ 30%, 16, -14%, 11%, -17%, 6, -1%
25) CN1CCN(S(=O)(=O)c2cccc(C(=O)N(C)Cc3c(F)cccc3Cl)c2)CC1
→ 47%, ·, ?, ·, ?, ·, -7%
26) Oc1ccc(-c2nc3ncccn3c2Nc2ccc3c(c2)OCO3)cc1
→ -42%, -22, -1%, 2%, ?, -4, -4%
27) Clc1ccc(-c2nc3ccccc3n2OCc2ccccc2)cc1
→ -17%, -4, ?, 1%, ?, -2, 0%
28) COc1ccc(NC(=O)CN(C)C(=O)c2c(-c3c(F)cccc3Cl)noc2C)cc1
→ 32%, ·, ?, ·, ?, ·, 2%
29) O=C(Nn1cnc2ccccc2c1=O)c1ccc([N+](=O)[O-])cc1
→ -2%, -6, 49%[activator], -7%, 8%, -1, 1%
30) Cc1ccc(NC(=O)Cc2ccc3c(c2)CCCC3)cc1C
→ -40%, -14, -1%, 3%, -7%, 23*, -4%
31) Cc1cc(C)n2cc(CSc3nc4ccccc4s3)nc2n1
→ 48%, 40*, -25%, 4%, 108%[activator], 36*, -3%
32) C/C(=N\NC(=O)c1nnn(-c2nonc2N)c1-c1ccccc1)c1ccco1
→ -24%, -6, -22%, 1%, 24%, -1, 6%
33) Cc1cc(C(=O)N/N=C/c2cccc([N+](=O)[O-])c2)c(C)o1
→ -5%, 1, 12%, -1%, 56%[activator], 6, 0%
34) CCN(CC)C(=O)N[C@@H]1C=C2c3cccc4[nH]cc(c34)C[C@H]2N(C)C1
→ ·, ·, -23%, ·, ?, ·, 0%
35) CC1COC(C)(CC(=O)NN2C(=O)c3ccccc3C2=O)O1 (centres undefined)
→ -17%, -12, 2.6µM*, 5%, 28%, -2, -2%
36) CC1CCCCN1C(=O)c1ccccc1OC1CCN(S(C)(=O)=O)CC1 (centres undefined)
→ 23%, 3, -6%, 2%, 23%, -4, 11%
37) Cc1cccc(C)c1NC(=O)CN(C)C(=O)c1ccc(-c2cccc(C(F)(F)F)c2)o1
→ 264%[activator], ·, ?, ·, 12µM*, ·, 6%
38) COc1ccccc1CN1C(=O)CN(C2CCCCCC2)C(=O)C1c1ccc(F)cc1 (centres undefined)
→ 15%, -4, 10µM*, 4%, ?, -2, -3%&1%
39) COc1ccc(-c2[nH]c(-c3ccccc3)nc2SCC(=O)NC2CCCC2)cc1
→ -17%, -16, 12µM*, -2%, -29%, -3, 2%&-7%
40) Cc1cc(C)n2nc(C(=O)Nc3ccc4c(c3)OCCO4)nc2n1
→ -21%, ·, 38%[activator], ·, 53%[activator], ·, 0%
41) CCc1ccccc1N(CC(=O)NC(C)(C)CC)C(=O)CCC(=O)Nc1nccs1
→ 35%, -9, ?, 3%, ?, -1, 2%
42) Cc1c(C(=O)N2CCC(C(N)=O)CC2)oc2ccc(Br)cc12
→ 12%, ·, 69%[activator], ·, 4%, ·, 2%
43) C=CCNC(=S)NNC(=O)c1ccncc1
→ -5%, -15, -5%, 0%, 30%, 2, -6%
44) COc1cccc(NC(=O)CN(C)C(=O)CNC(=O)c2ccc3ccccc3c2)c1
→ 8%, ·, 38%[activator], ·, 13%, ·, 1%
45) O=S(=O)(NCC1CCCO1)c1ccc(Br)cc1 (centres undefined)
→ 3%, -25, 17%, -2%, 6%, 1, -1%

Shown with one line to a screen: 2 of the compounds above.
#34 CCN(CC)C(=O)N[C@@H]1C=C2c3cccc4[nH]cc(c34)C[C@H]2N(C)C1
#38 COc1ccccc1CN1C(=O)CN(C2CCCCCC2)C(=O)C1c1ccc(F)cc1 (centres undefined)

| assay / entry | 34 | 38 |
| --- | --- | --- |
| AmpC inh no detg | · | 15% |
| Shiga toxin inh | · | -4 |
| Pf growth 96h | -23% | 10µM* |
| LmPK inh | · | 4% |
| Pf growth 48h | ? | ? |
| Cycloheximide cs | · | -2 |
| Tb PYK inh | 0% | -3%&1% |

Going on with the list:
Screens in order: AmpC inh no detg, Shiga toxin inh, Pf growth 96h, LmPK inh, Pf growth 48h, Cycloheximide cs, Tb PYK inh
46) CCC1CCCCN1C(=O)Nc1cccc(NC(=O)N2CCCCC2CC)c1 (centres undefined)
→ -39%, -3, ·, 0%, 2%, 5, 9%
47) CCC(C)Sc1nc2ccccc2c(=O)[nH]1 (centres undefined)
→ -24%, 16, -51%, 6%, ?, 6, 2%
48) O=C(c1cc(F)ccc1F)C1CCCN(C(=O)CCc2cnccn2)C1 (centres undefined)
→ 15%, -37, 55%[activator], 0%, 0%, -1, 2%
49) Cc1csc(NC(=O)Nc2cccc(Cl)c2)n1
→ -18%, 86*, ·, 6%, 9%, 30*, 3%
50) COc1ccc(S(=O)(=O)N(CC(=O)NCc2cccnc2)c2ccc(F)cc2)cc1OC
→ -3%, -4, ?, -2%, -14%, -6, ·
51) O=C(N/N=C/c1c(O)n(-c2ccccc2)c(=S)[nH]c1=O)c1ccccc1
→ -30%, 60*, 36%[activator], -2%, 24%, 40*, -19%
52) COc1ccc(NC(=O)C(=O)NCCN2CCN(C(=O)c3ccc(C(C)(C)C)cc3)CC2)cc1
→ 6%, -3, 28%, -2%, -9%, -3, 3%
53) CCOc1ccc(NC(=O)CC(C)O)cc1 (centres undefined)
→ ·, ·, 4%, ·, -1%, ·, -1%
54) COc1ccc(-c2cn3cccc(C)c3n2)cc1Br
→ -1%, 150*, -33%, -14%, 287%[activator], 76*, 4%
55) O=C(Cn1c(=O)sc2ccccc21)OC(CCl)CCl
→ -21%, 16, -1%, 1%, 7%, 0, -13%
56) COc1cccc(S(=O)(=O)NCc2ccc(C(=O)N3CCN(c4ccccc4)CC3)cc2)c1
→ -5%, 33, ?, -1%, 5%, 17, -10%
57) COc1ccc(OC)c(-c2nc(CN3CCN(C(=O)c4ccco4)CC3)c(C)o2)c1
→ 89%[activator], -8, ?, 1%, ?, -2, 0%
58) Cc1ccccc1NC(=O)CCc1c(C)nn(-c2ccc(N3CCCCC3)nn2)c1C
→ 42%, 1, 32%[activator], 4%, ?, 17, 2%&3%
59) CCC1(c2ccc(-c3ccccc3)cc2)C(=O)NC(=O)NC1=O
→ -13%, 11, 12%, -3%, -13%, 14, 4%
60) COc1ccccc1NC(=O)c1ccc(-c2nn(C)c(=O)c3ccccc23)cc1
→ 9%, 2, ?, 9%, ?, -2, 1%
61) COc1ccc(CN2CCN(C(=O)CCC(=O)Nc3nnc(C4CCCCC4)s3)CC2)cc1F
→ 182%[activator], -11, 12µM*, -2%, -27%, -6, 2%
62) Cc1nn(-c2ccccc2)c(Cl)c1C1C(C#N)=C(N)Oc2c1c(=O)oc1ccccc21 (centres undefined)
→ -8%, -6, ?, 2%, -7%, 0, 2%
63) Cc1cnc(CN(C)C(=O)C2CCC(=O)N(CCc3ccccc3)C2)[nH]1 (centres undefined)
→ -18%, -2, 4%, 1%, 4%, 8, 5%
64) COc1ccc(NC(=O)c2cc3ccc(O)cc3o/c2=N\O)cc1
→ -35%, 24, -15%, -12%, 217%[activator], 15*, -8%
65) O=C(O)c1nnn(-c2ccc([N+](=O)[O-])cc2)c1-c1ccccc1
→ -18%, -8, 4%, -2%, -1%, -1, 3%
66) CC1(C)CCN2CCC(C)(C)c3c(O)ccc1c32
→ -8%, -4, -47%, ?, ?, 0, -13%
67) NC(=O)c1cc([N+](=O)[O-])ccc1NCC1CCCCC1
→ -25%, ·, ?, ·, -68%, ·, 3%
68) COc1ccc(C(=O)NCCCNC(=O)c2cccnc2)cc1OC
→ -3%, -22, -10%, 3%, 20%, -4, 25%
